High-throughput results (PubChem)
FN deposit inh: fibronectin deposition inhibition; AH1F fibroblasts, Alexa488-fibronectin deposition fluorescence, overnight; inhibition, % at 12.6 µM; 0.086% of 350,000 active;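 active means mean inhibition across replicates of 30% or more, regardless of how many single replicates reach that level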;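 further: positive control wells lacked labelled fibronectin entirely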
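Measured by – fluorescence 485/525 nm · System – AH1F fibroblast monolayer, labelled fibronectin deposition · Amount – 10000 cells per well · Buffer or medium – serum-reduced DMEM (2% serum) · Doses – single dose, pinned · Also added – fluorescent fibronectin at 24 nM final · Schedule – 1 h cell attachment, overnight exposure to compound and label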
miR-122 sensor: blocks miR-122 activity in Huh7 sensor cells | activation (reporter increase), % at 12.5 µM | Huh7 miR-122 Renilla luciferase sensor, 48 h; neutral wells = 0, positive control = 100 | 0.3% of 340,000 active | AID 602342;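 active means mean replicate activation score at least 90 and every replicate individually at or above 90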;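 further: higher luciferase means less miR-122 activity so hits act as miR-122 inhibitors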
Cneo AK release: Cryptococcus neoformans lysis via adenylate kinase release; C. neoformans lysis, adenylate kinase release luminescence, 4 h; normalised: neutral wells 0, clomiphene wells 100; lysis activity, % at 15 µM; 0.2% of 360,000 active; AID 651654;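 active means mean lysis activity across replicates of at least 80%, whatever share of replicates individually reach that level; inactive means mean lysis activity below 80%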
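Material – log-phase Cryptococcus neoformans yeast cells · Input – 5 × 10^6 yeast cells/mL · Medium – fresh YPD growth medium · Doses – single compound concentration per well · Timing – static 4 h at 37 °C with compound, 1 h detection · Detection – adenylate kinase release luminescence · Read-out – signal increase indicating cell lysis · Control set – Clomiphene as positive lysis control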
PGC1a acetyl inh: lowers PGC1a acetylation signal in U2OS cells. AlphaScreen anti-acetyl-lysine; with virally co-expressed GCN5 acetyltransferase. inhibition, % at 15.6 µM. 0.17% of 350,000 active;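 active means every replicate shows inhibition of at least 40%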;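 further: 0% = neutral control wells and 100% = positive control wells; some results beyond the cut were filed as inactive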
PAX8 reporter: inhibitors of PAX8 transcriptional activity in RMG-I cells. RMG-I TPO-luciferase reporter, SteadyGlo, 24 h. inhibition, % at 12.6 µM. 1.2% of 360,000 active. AID 652154;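 active means mean replicate inhibition at least 60% with every replicate also reaching 60%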;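 further: luciferase light reporting Pax8 driven TPO promoter activity; plate controls were median of neutral control wells for no effect and mitoxantrone controls for full effect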
LGR2 antag: inhibitors of bursicon-induced Drosophila LGR2 receptor cAMP signaling; HEK293 LGR2, CRE-luciferase, bursicon-stimulated, 4 h; AID 720647; 0.35% of 380,000 active; inhibition, % at 9.99 µM;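 active means drop in luminescence signal, shown as inhibition above about 50% in the replicate tests, limit read from the data, passing the limit was not always enough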;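 further: agonist challenge used bursicon conditioned medium at about half maximal strength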
CASP6 VEID inh: blocks human caspase-6 cleavage activity; P55212; inhibition, % at 12.5 µM; 0.53% of 350,000 active; purified caspase-6, Z-VEID-R110 cleavage fluorescence;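 active means mean inhibition across replicates at least about 35%, with every replicate also reaching that limit, limit read from the data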;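 further: 0% = median of neutral control wells and 100% = no fluorescence left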
Target sequence (P55212 24-179 limits assumed): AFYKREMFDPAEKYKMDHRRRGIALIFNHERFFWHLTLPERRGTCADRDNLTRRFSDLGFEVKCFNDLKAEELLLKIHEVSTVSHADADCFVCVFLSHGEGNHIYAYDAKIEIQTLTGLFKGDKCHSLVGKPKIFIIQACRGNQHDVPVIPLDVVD
Target sequence (P55212 194-293 limits assumed): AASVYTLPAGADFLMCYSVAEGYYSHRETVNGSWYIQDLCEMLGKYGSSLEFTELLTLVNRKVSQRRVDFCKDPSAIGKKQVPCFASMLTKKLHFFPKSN
EWS-Fli inh: inhibitors of EWS/Fli oncoprotein transcriptional activity | A673 NR0B1-luciferase reporter, viability-normalised | 0.67% of 350,000 active | inhibition, % at 12.6 µM;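 active means mean inhibition of at least 50% after viability correction, with every replicate also passing that limit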;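 further: firefly luciferase signal divided by Alamar Blue viability fluorescence both relative to DMSO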
Active calls of the source: *; / = no result given; & = joins results of further samples; [ ] = remark or other dose.

SMILES	FN deposit inh	miR-122 sensor	Cneo AK release	PGC1a acetyl inh	PAX8 reporter	LGR2 antag	CASP6 VEID inh	EWS-Fli inh
Cc1ccc(S(=O)(=O)Nc2ccc3c(c2)CC(=O)N([C@H](C)CO)C[C@H](C)[C@@H](CN(C)S(=O)(=O)c2ccc(Cl)cc2)O3)cc1	/	-12[16.7 µM]	-2	-5	16	-7	/	4
CCn1nc(C)c(C2C(C#N)=C(N)Oc3n[nH]c(C)c32)c1C (stereo unspecified)	0	/	/	/	-3	7	-3	-1
NC(=O)CC(NC(=O)Cc1ccc(Br)cc1)c1ccc(NCCc2ccc(Cl)cc2)c([N+](=O)[O-])c1 (stereo unspecified)	3	4	0	/	41	-7	/	4
COC(=O)C(NNc1ccccc1)(NC(=O)c1ccc(F)cc1)C(F)(F)F (stereo unspecified)	-12	0	1	-16	-12	/	/	/
COc1ccc(-c2ccnc(SCC(=O)c3ccc(Cl)cc3)n2)cc1	13	/	/	/	-14	/	1	-1
O=C(NCc1ccc(Cl)cc1)c1cnccn1	7	-1	5	4	-3	/	/	/
CCN(CC)CCOc1c(C)cccc1Cl	-11	-4	10	-1	18	15	-4	4
Cn1cc(CCC(=O)NCc2cccc(Cl)c2)c2ccccc21	8	6	2	-2	1	-10	0	-6
COc1ccc2c(c1)c1ncn(CCCN3CCOCC3)c(=O)c1n2C	-7	7	-1	-4	/	-25	/	/
NS(=O)(=O)c1ccc(N/N=C/c2ccncc2)cc1	-3	-3	/	3	-18	-3	1	-10
C[C@H]1CN([C@@H](C)CO)C(=O)c2cccc(NC(=O)Nc3ccc(C(F)(F)F)cc3)c2O[C@H]1CN(C)Cc1ccc2c(c1)OCO2	-6	15[16.7 µM]	-6	-19	/	3	-3	-6
CCN(CC)C(=O)C1=C(C)N(CCC2=CCCCC2)C(=O)C(CC(=O)NCc2cccc3ccccc23)C1 (stereo unspecified)	-1	13	-1	1	25	-8	3	13

By substructure: the compounds so far with an aryl methoxy group (2)
SMILES	FN deposit inh	miR-122 sensor	Cneo AK release	PGC1a acetyl inh	PAX8 reporter	LGR2 antag	CASP6 VEID inh	EWS-Fli inh
COc1ccc(-c2ccnc(SCC(=O)c3ccc(Cl)cc3)n2)cc1	13	/	/	/	-14	/	1	-1
COc1ccc2c(c1)c1ncn(CCCN3CCOCC3)c(=O)c1n2C	-7	7	-1	-4	/	-25	/	/

Returning to the listing; the 5 compounds before the break are reprinted first.
SMILES	FN deposit inh	miR-122 sensor	Cneo AK release	PGC1a acetyl inh	PAX8 reporter	LGR2 antag	CASP6 VEID inh	EWS-Fli inh
Cn1cc(CCC(=O)NCc2cccc(Cl)c2)c2ccccc21	8	6	2	-2	1	-10	0	-6
COc1ccc2c(c1)c1ncn(CCCN3CCOCC3)c(=O)c1n2C	-7	7	-1	-4	/	-25	/	/
NS(=O)(=O)c1ccc(N/N=C/c2ccncc2)cc1	-3	-3	/	3	-18	-3	1	-10
C[C@H]1CN([C@@H](C)CO)C(=O)c2cccc(NC(=O)Nc3ccc(C(F)(F)F)cc3)c2O[C@H]1CN(C)Cc1ccc2c(c1)OCO2	-6	15[16.7 µM]	-6	-19	/	3	-3	-6
CCN(CC)C(=O)C1=C(C)N(CCC2=CCCCC2)C(=O)C(CC(=O)NCc2cccc3ccccc23)C1 (stereo unspecified)	-1	13	-1	1	25	-8	3	13
O=C(N/N=C/c1ccco1)C1CC1c1ccccc1 (stereo unspecified)	-5	/	/	/	1	-1	13	/
CCOc1ccc(CCNC(=O)c2cc(=O)[nH]c3ccc(S(=O)(=O)N(CC)CC)cc23)cc1OCC	-2	/	-2	/	1	-14	3	/
Cc1ccc(NC(=O)COC(=O)c2ccco2)cc1C	7	-5	-2	4	-7	-9	1	-6
CCCN(C[C@H]1N[C@H](CO)[C@@H]1c1ccccc1)C(=O)COC	2	/	/	/	/	-9	-1	-8
COC(=O)c1ccc(C2/C(=C(\O)c3ccc(OC)c(C)c3)C(=O)C(=O)N2c2cc(C)on2)cc1 (stereo unspecified)	1	4	-5	4	-6	/	/	/
CC(C)NC(=O)Nc1ccc2c(c1)C(=O)N([C@H](C)CO)C[C@@H](C)[C@H](CN(C)S(=O)(=O)c1ccccc1)O2	-3	8[16.7 µM]	0	-4	-9	-1	-1	5
COc1cc(CNc2ccc3[nH]c(=O)[nH]c3c2)ccc1OCc1ccccc1C	6	/	-2	-1	-23	-64	6	-21
CS(=O)(=O)N(CCc1ccccc1)CC(=O)N1CCCCC1	-7	-7	0	/	22	/	/	/
CC(C)(Cc1nc2ccccc2[nH]1)c1nc2ccccc2[nH]1	/	-3	2	-4	1	16	-1	-3
CC=Cc1ccc2n(c1=O)C[C@@H]1[C@@H](CO)[C@H](C(=O)N3CCc4ccccc4C3)N(C(=O)CC)[C@H]21 (mixture of isomers)	/	-1[16.7 µM]	2	/	-22	-7	-1	-4
CN(Cc1nc2ccccc2c(=O)[nH]1)C(=O)c1cccc(S(=O)(=O)N2CCCCCC2)c1	-1	-1	-1	2	4	-21	3	1
COc1cccc(N2CCN(C(=O)c3ccc(CS(=O)Cc4ccc(C)cc4)o3)CC2)c1 (stereo unspecified)	1	-1	0	5	29	4	1	-7
Cc1onc(-c2c(F)cccc2Cl)c1-c1ncc(-c2ccc(Cl)cc2)o1	11	/	/	/	20	18	3	15
O=C1OC(Nc2nc(-c3ccc(F)cc3)cs2)c2ccccc21 (stereo unspecified)	4	-28	3	-5	11	17	-1	2
CCCCCCCCN1C(=O)[C@H](CC(=O)N2CCOCC2)C[C@@]2(C(=O)OC)CC(C)(C)CC=C12	-6	/	/	/	-1	9	1	10
CCC(=O)c1ccc(OCC(=O)N2CCCC2)c(OC)c1	7	/	/	-4	1	/	-1	10
Cc1cccc(NC2SC(=O)N(CC(=O)O)C2=O)c1 (stereo unspecified)	-8	-1	0	-2	/	/	/	/
O=C(C[C@@H]1CC[C@@H](NS(=O)(=O)c2ccc(F)cc2)[C@H](CO)O1)NCCc1ccncc1	5	/	3	-2	-12	8	3	-1
Cn1nnc2cc(NC(=O)Nc3ccccc3F)ccc21	-7	-5	-6	7	-155	31	0	-10
CCN1CCCC1Cn1cnc2c([nH]c3cccc(Cl)c32)c1=O (stereo unspecified)	/	-2	3	7	/	2	/	/
CC/C(=C1/C(=O)CC(C)(C)C(C(=O)OC)C1=O)N1CCCC1 (stereo unspecified)	13	-5	3	-8	/	/	/	/
O=C(Cc1ccc(S(=O)(=O)N2CCCCC2)s1)Nc1ccc(F)c(F)c1	-7	/	/	/	41	-9	1	10
C[C@H](CO)N1C[C@H](C)[C@H](CN(C)C(=O)NC2CCCC2)Oc2ncc(-c3ccc(F)cc3)cc2C1=O	-8	-14&-14[16.7 µM]	-15&-4	11&6	-7	11	-2&0	-7&-2
CCOC(=O)N1CCN(C(=O)c2ccc(NS(=O)(=O)c3ccc4[nH]c(=O)[nH]c4c3)cc2)CC1	-7	0	-1	-9	6	12	5	-6
Cc1c(C(=O)O)c2cc(O)ccc2n1-c1ccccc1	0	-7	-1	18	-16	/	/	/
COc1ccc(C2=CSC3=NNC4(CCCCC4)NN23)cc1	5	/	/	/	-65	-27	-2	-49
Cc1ccccc1/C=N/N1C(=O)CSC1=S	4	-11	-1	-2	7	-13	3	1
Cc1cc(C)c(S(=O)(=O)N2CCN(C(=O)c3ccccc3OCc3c(C)noc3C)CC2)c(C)c1	-3	/	2	/	-111	-32	0	-24
CCC(C(=O)NC1CCN(C)CC1)c1ccccc1 (stereo unspecified)	3	/	3	/	12	25	-3	6
O=c1[nH]c(/C=C/c2cccc([N+](=O)[O-])c2)c([N+](=O)[O-])c(=O)[nH]1	11	-3	-1	-12	-5	9	18	20
CN1[C@H](C(=O)N2CCc3ccccc3C2)[C@@H](CO)[C@@H]2Cn3c(ccc(-c4cccnc4)c3=O)[C@@H]21	14	41[16.7 µM]	104*	/	-32	6	0	2
O=C(c1cc2c(c(-c3cccc(-c4ccncc4)c3)n1)[C@@H](CCO)N(C(=O)c1ccc3c(c1)OCO3)C2)N1CCOCC1	4	/	/	/	-11	-17	2	10
COc1ccccc1-c1cn(CC[C@H]2CC[C@@H](NC(=O)C3CC3)[C@@H](CO)O2)nn1	-8	/	-6	4	4	0	3	3
CC1CCCC(NC(=O)c2cccc(S(=O)(=O)N3CCOCC3)c2)C1C (stereo unspecified)	14	0	2	-6	0	1	-2	12
Cc1noc(NS(=O)(=O)c2ccc(N/C=C\C(=O)c3ccc(F)cc3)cc2)c1C	/	3	/	-1	-42	-21	1	-17
COc1ccc(-c2csc(NC(=O)CS(=O)(=O)c3ccccc3)n2)cc1OC	-5	-34	-1	/	-8	-17	3	-2

Look-ups from the list:
CCC(C(=O)NC1CCN(C)CC1)c1ccccc1 (stereo unspecified) in LGR2 antag → 25
O=c1[nH]c(/C=C/c2cccc([N+](=O)[O-])c2)c([N+](=O)[O-])c(=O)[nH]1 in Cneo AK release → -1
COc1ccccc1-c1cn(CC[C@H]2CC[C@@H](NC(=O)C3CC3)[C@@H](CO)O2)nn1 in CASP6 VEID inh → 3
CN1[C@H](C(=O)N2CCc3ccccc3C2)[C@@H](CO)[C@@H]2Cn3c(ccc(-c4cccnc4)c3=O)[C@@H]21 in EWS-Fli inh → 2

Later entries:
SMILES	FN deposit inh	miR-122 sensor	Cneo AK release	PGC1a acetyl inh	PAX8 reporter	LGR2 antag	CASP6 VEID inh	EWS-Fli inh
CCCNC(=O)N1[C@H](C#N)[C@H](c2ccc(C#Cc3ccc(F)cc3)cc2)[C@H]1CO	1	/	-4	-16	52	53*	0	71*
O=C(C[C@@H]1CC[C@@H]2[C@H](COC[C@H](O)CN2Cc2cccc(C(F)(F)F)c2)O1)NCCc1ccncc1	-4	-4[16.7 µM]	5	0	7	6	1	4
OC(COc1c(F)cc(Br)cc1F)CN1CCc2ccccc2C1 (stereo unspecified)	9	5	-1	-3	34	-9	1	20
CCn1cc(/C=N\NC(=O)c2cc(-c3ccccc3OC)nc3ccccc23)c(C)n1	2	/	/	/	29	-13	1	11
C#CCn1c(=NC(=O)c2ccc(S(=O)(=O)N3CCCc4ccccc43)cc2)sc2cc(S(N)(=O)=O)ccc21	-7	/	/	/	40	/	-4	30
Cc1ccc(NC(=O)COC(=O)CN2CCSC2=O)cc1F	-2	-6	0	3	-2	6	1	-2
CCN(CC(=O)NC1CCS(=O)(=O)C1)c1ccc(S(=O)(=O)N(CC)CC)cc1[N+](=O)[O-] (stereo unspecified)	25	/	0	/	-1	-14	0	-4
CC(=O)N1[C@@H](CO)[C@@H](c2ccc(-c3ccccc3)cc2)[C@@H]1CNC(=O)C1CC1	13	-14[16.7 µM]	-1	4	1	-8	/	-3
CCOC(=O)Cn1c(=NC(=O)CSC(C)=O)sc2cc(F)ccc21	-3	-3	3	4	12	-6	-1	-2
O=C(CNC(=O)N1CC(=O)Nc2ccccc21)Nc1ccc(Cl)cc1	0	6	0	11	-5	4	-1	/
Cc1ccc(-c2nc(CSCC(=O)N3CCN(C(=O)c4ccco4)CC3)c(C)o2)cc1	6	-4	-4	9	16	-15	1	-1
COc1ccc(C(=O)Nc2ccc(NC(=O)c3ccccc3OC)nc2)cc1	4	/	-3	/	-111	-21	0	-57
